Source: PubChem BioAssay
B2AR arrestin: beta2AR (human) beta-arrestin recruitment activity; beta-arrestin recruitment to beta2AR, cell-based reporter; Potency, µM (titrated, usually from 46.1 µM), for inactives: at the highest dose activation, most hits filed as activators; actives 0.02% (n = 330,000);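 further: potency means the concentration at half of the fitted maximal effect; 0% = DMSO controls and full agonism = EC100 isoproterenol or metaproterenol; nearly all actives have a fitted effect of over 65% in size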
Target sequence (P07550 whole entry, looked up): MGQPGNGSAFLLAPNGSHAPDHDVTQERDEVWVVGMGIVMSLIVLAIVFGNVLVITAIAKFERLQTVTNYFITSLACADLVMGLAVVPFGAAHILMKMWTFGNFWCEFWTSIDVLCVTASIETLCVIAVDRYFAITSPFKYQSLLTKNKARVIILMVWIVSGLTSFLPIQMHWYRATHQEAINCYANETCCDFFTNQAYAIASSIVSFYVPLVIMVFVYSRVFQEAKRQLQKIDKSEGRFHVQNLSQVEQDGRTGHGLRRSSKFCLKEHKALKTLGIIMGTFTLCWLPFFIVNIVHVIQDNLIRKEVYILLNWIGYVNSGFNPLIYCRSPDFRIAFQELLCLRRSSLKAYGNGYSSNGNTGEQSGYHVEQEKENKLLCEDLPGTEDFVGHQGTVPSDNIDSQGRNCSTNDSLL
PKM2 act: activators of human pyruvate kinase M2. AID 1631. Potency, µM (doses to about 57.5 µM), without a hit: at the highest dose activation, actives largely listed as activators. actives 0.34% (n = 260,000). P14618. purified PKM2, Kinase-Glo ATP luminescence, activation; response scale: 0% is enzyme alone, no compound; further: potency means the concentration at half of the fitted maximal effect; on the % scale 0 is the no-effect control and ±100 the full control effect; nearly all actives have a fitted effect of over 55% in size
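Kinase-Glo luminescence reports ATP generated from ADP (0.1 mM) and PEP (0.5 mM) by purified hPK-M2 after 1 h at room temperature, pH 7.2 imidazole buffer; intermediate enzyme activity allows detecting inhibitors and activators.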
S-ASM inh: blocks human secretory acid sphingomyelinase; AID 504937; Potency, µM (highest dose often 57.5 µM), inactives show at the top dose activity change, negative = inhibition, usual class: inhibitors; placental ASM, HMU-PC fluorogenic substrate, 60 min; actives 0.006% (n = 340,000); further: potency means the concentration at half of the fitted maximal effect
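Human placenta-derived ASM preincubated with compound 10 min at room temperature, then reacted with 9 uM (final) fluorogenic HMU-PC substrate for 60 min at 37 C. Stop solution raises pH to 10; fluorescence read at Ex 386/Em 447 nm.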
PTAP TSG101 blk: blocks PTAP/TSG101 interaction to inhibit HIV-1 budding. Fluorescence polarization, FITC-PTAP peptide / Tsg101 binding. Potency, µM (highest dose often 115 µM), without a hit: at the top dose activity change, negative = inhibition, usual class: inhibitors. 340,000 tested, under 10 active; active means well fitted inhibition curve with a large enough effect in the main read-out, with a control signal flat, not every such curve was filed as active; inconclusive means small, poorly fitted or top-dose-only effect, or effect the other way, or a change in a side signal; inactive means no such curve, though single readings can be large or run the other way; further: potency means the concentration at half of the fitted maximal effect; % of control where 0% means no effect
Target sequence (Q99816 whole entry, looked up): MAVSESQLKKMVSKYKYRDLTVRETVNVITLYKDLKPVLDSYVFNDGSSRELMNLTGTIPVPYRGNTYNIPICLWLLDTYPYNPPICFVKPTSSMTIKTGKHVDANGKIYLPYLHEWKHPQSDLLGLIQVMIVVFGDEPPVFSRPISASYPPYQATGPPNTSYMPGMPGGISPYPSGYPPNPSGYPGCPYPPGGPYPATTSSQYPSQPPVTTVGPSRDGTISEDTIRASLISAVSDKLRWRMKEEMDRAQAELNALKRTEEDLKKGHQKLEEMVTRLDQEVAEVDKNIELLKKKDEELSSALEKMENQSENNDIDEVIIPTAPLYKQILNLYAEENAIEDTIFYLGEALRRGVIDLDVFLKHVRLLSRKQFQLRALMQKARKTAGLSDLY
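Tsg101 binding domain (10 uM final) was mixed with compound and a FITC-labeled PTAP peptide (50 nM final) in HEPES pH 7.5 buffer with NaCl, Tween 20, EDTA and TCEP; fluorescence polarization was read after 20 min at r.t.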
BCR signal inh: chronic active BCR signaling inhibition. Potency, µM (top dose mostly 46.1 µM), inactives show top-dose ratio change, negative = lower green/red ratio, hits mostly inhibitors. actives 0.05% (n = 340,000). ABC-DLBCL IkBa-CBG/CBR reporter, luminescence ratio, 4 h; active means well fitted inhibition curve with a large enough effect in the signal ratio, with a control signal flat, not every such curve was filed as active; inconclusive means small, poorly fitted or top-dose-only effect, or effect the other way, or a change in a side signal; the % refers to the signal ratio;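 further: potency means the concentration at half of the fitted maximal effect; plate controls were basal doxycycline-induced cells for no effect and cells given 10 µM MG132 for full effect; MG132 reads +100%, hits lower the ratio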
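Compounds up to 46 uM were incubated four hours with TMD8 cells whose green CBG68 luciferase is fused to IkappaBalpha; red CBR luminescence normalised the signal, and concentration-effect curves were fitted to fusion, red and ratio data.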
GALK inhibitor: inhibitors of human galactokinase; P51570; Purified GALK, Kinase-Glo residual ATP luminescence; Potency, µM (top dose mostly 57.5 µM), inactives show at the top dose activity change, negative = inhibition, most hits filed as inhibitors; actives 0.007% (n = 270,000); AID 1868; further: potency means the concentration at half of the fitted maximal effect; on the % scale 0 is the no-effect control and ±100 the full control effect
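5 nM enzyme, 35 uM ATP, 100 uM galactose, 20 mM HEPES pH8.0, 5 mM MgCl2; 1 h RT; residual ATP by Kinase-Glo Plus luminescence, qHTS format.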
Integrin act MD: activators of alpha7 integrin expression for muscular dystrophy; alpha7betagal myoblasts, beta-gal FDG fluorescence, 48 h; Potency, µM (series often up to 38.3 µM), for the others: at the highest dose activation, most hits filed as activators; actives 0.064% (n = 350,000); AID 624291;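 further: potency means the concentration at half of the fitted maximal effect; 100% = response of the positive control SU9516; nearly all actives have a fitted effect of over 60% in size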
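alpha7betagal+/- myoblasts (passage 13, 250/well) treated 48 h at 37C with compounds at 1:260 dilution of DMSO stock. Lysed, then beta-galactosidase activity read as FDG fluorescence (ex 480/em 540) after 30 min, with pre-read for autofluorescence.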
Coupling enz: counter-screen for Giardia aldolase inhibitors: coupling enzyme system | coupling enzyme system counterscreen, AmpLite Red fluorescence | activity change, negative = inhibition, % at 58.2 µM, hits read low | actives 0.67% (n = 290,000) | AID 2472; in the data active means activity change below about -30%; further: on the % scale 0 is the no-effect control and ±100 the full control effect
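Final compound at 57.5 uM, incubated 10 min at RT with coupling enzyme reagent (glyceraldehyde-3-phosphate), then 20 min with substrate and AmpLite Red detection. Fluorescence read at 525/598 nm; tests interference with the coupling assay, not aldolase inhibition.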
Menin-MLL TR inh: displaces Texas Red mutant MLL peptide from human menin. Menin + Texas Red MLL mutant peptide, fluorescence polarization. Potency, µM (series often up to 61.6 µM), for inactives: top-dose FP activity change, negative = inhibition, actives largely listed as inhibitors. actives 0.23% (n = 270,000); active means well fitted inhibition curve with a large enough effect in the polarisation, with a control signal flat, not every such curve was filed as active; inconclusive means small, poorly fitted or top-dose-only effect, or effect the other way, or a change in a side signal; inactive means no such curve, though single readings can be large or run the other way; the % refers to the polarisation; further: potency means the concentration at half of the fitted maximal effect; % of control where 0% means no effect; many of its hits are not listed in these tables
Tb PFK block: inhibitors of T. brucei phosphofructokinase | O15648 | T. brucei PFK, ADP-Glo luminescence | Potency, µM (top dose mostly 57.5 µM), inactives show at the highest dose activity, negative = inhibition, actives largely listed as inhibitors | actives 0.17% (n = 330,000) | AID 485367;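 further: potency means the concentration at half of the fitted maximal effect; 0% = uninhibited 1x PFK enzyme wells and -100% = no-enzyme wells; nearly all actives have a fitted effect of over 60% in size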
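Compounds were pin-transferred as a titration series up to 57 uM into substrate buffer (0.5 mM F6P, 0.1 mM ATP, pH 8.0), then 1.25 nM PFK was added and reactions ran 45 min before ADP-Glo detection.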
Giardia kill: kills Giardia lamblia; Giardia lamblia trophozoite viability; activity change, % at 7.66 µM, hits read low; actives 0.15% (n = 340,000); in the data active means activity change below about -80%; inconclusive means between about -30% and that limit;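 further: parasites exposed to compound for two days anaerobically before the ATP read; on the % scale 0 is the no-effect control and ±100 the full control effect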
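ATP-content bioluminescence gauges trophozoite survival. Cells (100/well) receive compound and incubate anaerobically for 48 hrs at 37 deg C; detection reagent follows for 15-30 min at room temperature.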
Numbers without * were called inactive; i = inactive; ? = inconclusive; . = no result given; [ ] = another dose, or the depositor's remark. Unless noted, the call rests on the fitted dose curve; in most records, active means well fitted curve in the direction sought with a large enough effect; inconclusive means small, poorly fitted or top-dose-only effect, or another doubt; inactive means no such curve, though single readings can be large; an effect the other way counts as inactive or inconclusive.

SMILES	B2AR arrestin	PKM2 act	S-ASM inh	PTAP TSG101 blk	BCR signal inh	GALK inhibitor	Integrin act MD	Coupling enz	Menin-MLL TR inh	Tb PFK block	Giardia kill
S=C(Nc1cccnc1)NC1CCCC1	0.0%	-7%	6%	-2%	?	3%	15%	-3	-9%	-5%	-8
Cc1cccc(C(=O)NNC(=O)c2n[nH]c(=O)c3ccccc23)c1C	0.3%	.	1%	1%	-5%	.	23%	.	.	-1%	15
COc1cccc2sc3cc(NCc4ccc(C)o4)ccc3c(=O)c12	2.2%	.	i	2%	-3%	.	-6%	.	.	-7%	-11
COc1ccc(NC(=O)CSc2nc(C)cc(C)n2)c([N+](=O)[O-])c1	-0.3%	0%	0%	10%	?	0%	10%	5	-3%	0%	17
COc1ccc(-c2nc(CSCC(=O)NC3CCCC3)c(C)o2)cc1OC	0.3%	.	-1%	-2%	-16%	3%	-18%	-6	-14%	-5%	?
COC(=O)C(C)n1cnc2c(nnn2-c2ccc(OC)cc2)c1=O (stereo unspecified)	-0.2%	4%	0%	-8%	-18%	3%	8%	1	3%	-1%	5
COc1ccc(NC(=O)CN(C)C(=O)CSc2ccc(Br)cc2)cc1	4.7%	.	-1%	-5%	0%	.	2%	.	.	-3%	2
CC(=O)c1c(N2CCOCC2)nc2ccc(Br)cc2c1-c1ccccc1	0.3%	1%	-9%	-9%	0%	-3%	-22%	1	.	8%	-1
CC(C)Cn1c(-c2csc(C(C)C)c2)n[nH]c1=S	-0.2%	15%	-7%	3%	-1%	-1%	1%	7	-16%	3%	24
CN(C)C(=S)Oc1ccccc1-c1ccccc1OC(=S)N(C)C	-0.5%	1%	1%	4%	2%	.	0%	0	13%	2%	-22
CN(C)c1nc(Cl)cc(N2CCOCC2)n1	0.0%	-2%	-1%	-16%	?	2%	13%	0	-1%	-6%	-10
CCN(CC)S(=O)(=O)c1ccc(NC(=O)C(C)N(c2ccccc2)S(C)(=O)=O)cc1 (stereo unspecified)	-0.6%	5%	-2%	-9%	-7%	-2%	36%	0	8%	5%	0
Cc1nnc(NC(=O)CSC2CCCCC2)s1	0.0%	-1%	-2%	0%	8%	2%	-12%	5	-18%	5%	7
CCOc1ccccc1N(C(=O)Nc1ccc(Cl)cc1)C1=NC(C)CS1 (stereo unspecified)	0.1%	7%	-4%	-1%	?	0%	-7%	-3	-4%	0%	2
Cc1c(-c2ccccc2)nc2ccccc2c1C(=O)OCC(=O)Nc1ncc(C(F)(F)F)cc1Cl	-0.5%	2%	-6%	-2%	3%	0%	-5%	3	23%	-1%	9
Cc1ccc(NC(=O)CCN2C(=O)c3ccccc3C2=O)cc1	0.5%	1%	-2%	-1%	4%	7%	-12%	-2	0%	-1%	-12
COc1ccccc1OCCCCOc1ccccc1F	-1.2%	-2%	4%	-1%	?	-3%	0%	0	0%	-6%	-11
COc1ccc(/C=C2\OC(=S)N(C)C2=O)cc1	0.2%	-2%	7%	-4%	14%	1%	-31%	2	-24%	1%	-9
CCCCC(=O)Nc1nc(C)c(-c2csc(Nc3ccc(Cl)cc3)n2)s1	-0.2%	-17%	-9%	-3%	?	2%	-18%	0	?	-9%	-20
O=C(NNC(=O)c1ccccc1Cl)c1ccccc1Cl	0.1%	-1%	0%	-1%	-2%	.	-1%	3	.	1%	32[activator]
Cc1cc(Cl)ccc1C(=O)C1CCCN(C(=O)c2cscn2)C1 (stereo unspecified)	0.2%	?	2%	-3%	7%	0%	-6%	0	-11%	0%	-19
CCN1CCC(N2CCN(c3ccccc3OC)CC2)CC1	-0.4%	0%[11.5 µM]	9%	1%	1%	8%	10%	0	-15%	-1%	-20
CCOC(=O)N1CCN(C(=O)COc2ccc(S(=O)(=O)Nc3ccc(OCC)cc3)cc2)CC1	0.1%	7%	-1%	-7%	-3%	-1%	-44%	-2	-16%	-4%	-6
C=CCNC(=O)C(=O)NCC1CCCN1CC (stereo unspecified)	3.9%	13%	2%	-3%	9%	0%	-25%	0	9%	-3%	-11
COc1ccc2nc(N(CCN(C)C)C(=O)c3ccc4ccccc4c3)sc2c1	0.1%	.	2%	-2%	-1%	2%	0%	.	.	0%	26

The final two compounds of the section before come first, to join the parts.
SMILES	B2AR arrestin	PKM2 act	S-ASM inh	PTAP TSG101 blk	BCR signal inh	GALK inhibitor	Integrin act MD	Coupling enz	Menin-MLL TR inh	Tb PFK block	Giardia kill
C=CCNC(=O)C(=O)NCC1CCCN1CC (stereo unspecified)	3.9%	13%	2%	-3%	9%	0%	-25%	0	9%	-3%	-11
COc1ccc2nc(N(CCN(C)C)C(=O)c3ccc4ccccc4c3)sc2c1	0.1%	.	2%	-2%	-1%	2%	0%	.	.	0%	26
CNC(=O)c1ccc(-c2sc3nc(N4CCOCC4)c4c(c3c2N)CCCC4)o1	-0.2%	14%	i	-5%	0%	3%	6%	2	4%	-3%	6
COc1ccc(S(=O)(=O)N2CCCCC2C)cc1 (stereo unspecified)	-0.2%	2%	3%	-1%	-6%	0%	-5%	2	-1%	1%	13
COC(=O)c1ccccc1S(=O)(=O)N1CCC(C(=O)NC2CCCCC2C)CC1 (stereo unspecified)	-0.9%	.	1%	0%	?	.	11%	.	.	-1%	2
C=CCn1c(C)cc(C(=O)Cn2ncc(Cl)c(Cl)c2=O)c1C	-1.7%	1%	0%	1%	?	0%	-47%[inhibitor]	0	5%	4%	-23
CCOc1ccc(-c2c(C)n([O-])c3c([n+]2=O)CCCCC3)cc1	0.0%	-1%	5%	-4%	1%	9%	-41%	-1	7%	1%	-10
CCOC(=O)C(Cc1ccc(Cl)cc1Cl)c1ccno1 (stereo unspecified)	0.2%	0%	-1%	0%	1%	-1%	9%	0	0%	-1%	-2
COc1ccccc1N1CCN(C(=O)CN2C(=O)c3ccccc3S2(=O)=O)CC1	-0.1%	2%	4%	-2%	?	1%	1%	2	.	2%	1
Cn1c(=O)c(C(=O)NNC(=O)c2ccccc2F)c(O)c2ccccc21	-0.2%	1%	1%	2%	?	-1%	-13%	3	?	0%	-8
Cc1cccc([C@H]2[C@@H]3C=CCC[C@@H]3C(=O)N2Cc2ccccc2)c1	-0.6%	.	-7%	-8%	0%	.	-5%	0	-5%[94.6 µM]	-1%	1
O=C(COc1ccccc1)Nc1ccccc1N1CCCCC1	-1.1%	-5%	-6%	-6%	5%	-3%	-21%	0	8%	2%	4
O=C(CSc1nnc(Cn2nnc(-c3ccccc3)n2)n1-c1ccccc1)Nc1ccccc1	-1.6%	3%	-12%	-2%	?	3%	15%	1	16%	2%	-4
CCOC(=O)C(=CNc1cc(C)nn1C(C)(C)C)C(=O)OCC	0.0%	3%	-1%	-7%	0%	-1%	-9%	2	0%	-4%	2
O=C(NCC(O)c1ccccc1)c1cccs1 (stereo unspecified)	-0.8%	.	3%	-6%	?	-2%	7%	0	10%	11%	12
COc1ccc(NC(=O)Nc2nnc(Cc3ccccc3)s2)cc1	0.1%	.	-2%	0%	3%	-2%	-33%	3	54%[activator]	24%	1

An excerpt from above in order of SMILES length, descending.
SMILES	B2AR arrestin	PKM2 act	S-ASM inh	PTAP TSG101 blk	BCR signal inh	GALK inhibitor	Integrin act MD	Coupling enz	Menin-MLL TR inh	Tb PFK block	Giardia kill
O=C(CSc1nnc(Cn2nnc(-c3ccccc3)n2)n1-c1ccccc1)Nc1ccccc1	-1.6%	3%	-12%	-2%	?	3%	15%	1	16%	2%	-4
COc1ccccc1N1CCN(C(=O)CN2C(=O)c3ccccc3S2(=O)=O)CC1	-0.1%	2%	4%	-2%	?	1%	1%	2	.	2%	1
Cn1c(=O)c(C(=O)NNC(=O)c2ccccc2F)c(O)c2ccccc21	-0.2%	1%	1%	2%	?	-1%	-13%	3	?	0%	-8
COc1ccc(NC(=O)Nc2nnc(Cc3ccccc3)s2)cc1	0.1%	.	-2%	0%	3%	-2%	-33%	3	54%[activator]	24%	1
CCOC(=O)C(Cc1ccc(Cl)cc1Cl)c1ccno1 (stereo unspecified)	0.2%	0%	-1%	0%	1%	-1%	9%	0	0%	-1%	-2
O=C(NCC(O)c1ccccc1)c1cccs1 (stereo unspecified)	-0.8%	.	3%	-6%	?	-2%	7%	0	10%	11%	12

Only part of the results is shown; count on the stated rates, not on these rows.
